SENP6 inh = blocks the human protease SENP6. Q9GZR1. Recombinant SENP6 catalytic domain, aminoluciferin luminescence. inhibition, % at 10 µM. 330,000 compounds, 1.8% hits;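 active means inhibition above about 50% at the single tested dose, limit read from the data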;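 further: plate controls were DMSO wells with enzyme for no effect and DMSO wells lacking enzyme for full effect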
SENP1 inh = inhibitors of human SENP1 SUMO protease catalytic domain; Q9P0U3; recombinant SENP1 catalytic domain, CyPet-SUMO1-YPet FRET cleavage; inhibition, % at 10 µM; 360,000 compounds, 0.21% hits;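 active means inhibition at least 30% at 10 µM, raw YFP signal under a set limit, fluorescence ratio 0.5 to 1.5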;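 further: 0% = enzyme with DMSO and 100% = no enzyme wells; some results filed as inactive read as strong as hits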
Target sequence (Q9P0U3 419-644 limits assumed): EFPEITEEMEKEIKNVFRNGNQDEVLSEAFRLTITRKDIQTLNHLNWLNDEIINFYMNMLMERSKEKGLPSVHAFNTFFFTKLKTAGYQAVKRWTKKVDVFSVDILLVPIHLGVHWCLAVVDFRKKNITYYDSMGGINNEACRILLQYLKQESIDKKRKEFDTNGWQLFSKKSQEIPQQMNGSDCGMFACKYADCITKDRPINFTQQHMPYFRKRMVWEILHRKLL
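Material – human SENP1 catalytic domain · Input – SENP1 enzyme, 20 pM final · Compound dosing – single concentration of 10 µM compound, 0.5% DMSO final · Timing – enzyme reaction for 50 min at room temperature, dark · Measured by – FRET fluorescence in CFP and YFP emission channels · Control set – no-enzyme wells low, DMSO-plus-enzyme wells high control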
hIAP act = human IAP activation. activation factor at 10 µM. AID 2524. P09923. purified human IAP, CDP-Star luminescence, 30 min; hits give high values; 1 = vehicle-only enzyme, 0 = enzyme-free background. 330,000 compounds, 0.16% hits;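 active means activation factor of the enzyme at least 2-fold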; further: the source names both 10 and 20 µM as test concentration; values of inactives mirror those of a sister screen read the other way
Target sequence (P09923 whole entry, looked up): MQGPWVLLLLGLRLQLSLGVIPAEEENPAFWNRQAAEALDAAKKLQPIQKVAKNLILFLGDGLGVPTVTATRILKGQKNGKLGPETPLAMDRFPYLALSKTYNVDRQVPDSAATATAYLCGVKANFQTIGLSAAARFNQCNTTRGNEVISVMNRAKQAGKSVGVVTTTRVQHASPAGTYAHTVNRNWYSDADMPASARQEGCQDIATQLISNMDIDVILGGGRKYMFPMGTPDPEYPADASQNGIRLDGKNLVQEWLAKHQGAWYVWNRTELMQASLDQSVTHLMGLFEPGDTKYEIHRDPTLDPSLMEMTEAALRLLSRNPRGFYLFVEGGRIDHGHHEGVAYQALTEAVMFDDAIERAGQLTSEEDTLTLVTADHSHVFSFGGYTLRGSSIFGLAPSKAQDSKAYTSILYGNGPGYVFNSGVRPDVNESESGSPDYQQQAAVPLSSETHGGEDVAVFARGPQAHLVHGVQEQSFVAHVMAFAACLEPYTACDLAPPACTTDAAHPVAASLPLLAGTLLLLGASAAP
ATG4B inh = blocks human ATG4B protease cleavage of LC3 substrate; Q9Y4P1; ATG4B cleavage of LC3-PLA2, NBD-HPC fluorescence, 1 h; inhibition, % at 8.33 µM; 340,000 compounds, 0.51% hits; AID 504462; in the data active means inhibition above about 40%
PfGluPho inh = PfG6PD (Plasmodium falciparum) enzyme inhibition. PfGluPho enzyme, NADPH resazurin-diaphorase fluorescence. inhibition, % at 20 µM. 350,000 compounds, 0.78% hits. AID 504690;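 active means inhibition reaching at least a set limit at 20 µM in the primary screen, cut at about 59% in these data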;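 further: 0% = DMSO wells with substrate and 100% = DMSO wells lacking glucose-6-phosphate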
GRIN3A LBD mod = modulates the human NR3A ligand-binding domain; NR3A LBD differential scanning fluorimetry, Tm shift; 0% = protein alone, 100% = glycine-bound protein; AID 1259313; Tm shift relative to glycine control, % at 25 µM; 340,000 compounds, 2.5% hits;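 active means melting temperature shift of at least 10% of the positive control shift, at one fixed dose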
MPTP inh = inhibitors of mitochondrial permeability transition pore; 360,000 compounds, 1.4% hits; isolated mouse mitochondria, Ca2+ swelling absorbance, 30 min; inhibition, % at 10 µM;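 active means inhibition of 50% or more, scaled per plate between neutral and stimulator controls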;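 further: 0% = DMSO wells given calcium and 100% = 1 mM EGTA wells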
SENP8 block = inhibitors of human SENP8 protease | recombinant SENP8, Nedd8 substrate fluorescence | inhibition, % at 20 µM | 360,000 compounds, 0.64% hits | AID 602440; in the data active means inhibition mostly above about 40%, no sharp cut-off; inactive means mostly below about 27%
Target sequence (Q96LD8 whole entry, looked up): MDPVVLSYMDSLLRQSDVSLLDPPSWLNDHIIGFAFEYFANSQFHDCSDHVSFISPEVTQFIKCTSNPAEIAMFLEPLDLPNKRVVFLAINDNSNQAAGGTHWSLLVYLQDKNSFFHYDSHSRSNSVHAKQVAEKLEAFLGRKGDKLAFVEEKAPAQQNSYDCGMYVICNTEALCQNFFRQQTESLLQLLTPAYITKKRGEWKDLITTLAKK
* marks the source's active call; other numbers are inactive results; · = not tested or not shown.

1: Cc1nc2ccc(NC(=O)c3ccc(F)c(S(=O)(=O)N4CCOCC4)c3)cc2s1
2: C/C(Sc1nnc(Cc2ccccc2)o1)=C(\O)c1ccccc1
3: Cc1cc(C(F)F)n2nc(C(=O)Nc3ccc(S(=O)(=O)NC45CC6CC(CC(C6)C4)C5)cc3)nc2n1
4: COc1ccc(NC(=O)CCC(=O)c2cc(C)sc2C)cc1
5: N#CC12CCCCC1CC1CCCCC1(C#N)N2CCO (configuration not stated)
entry no.	1	2	3	4	5
SENP6 inh	-1	·	-19	-13	10
SENP1 inh	-16	1	3	-3	-1
hIAP act	0.9	·	1	1.1	1.2
ATG4B inh	-3	6	-10	-4	-5
PfGluPho inh	2	5	41	9	-4
GRIN3A LBD mod	3	6	-4	1	-4
MPTP inh	-2.2	-2.4	-3.1	-2.9	-2.4
SENP8 block	10	11	-2	6	7

6: COc1ccc(NC(=O)Cn2nnc(C(=O)NCc3cccc(OC)c3)c2N)cc1
7: Cc1ccccc1-c1noc(CCC(=O)NC2CCCCC2)n1
8: Cc1nn(-c2ccc(N3CCCCC3)nn2)c(C)c1CCC(=O)Nc1ccc(F)c(F)c1
9: Cc1cc(=O)n2nc(N3CCCC(C(=O)NCCCN4CCc5ccccc5C4)C3)sc2n1 (configuration not stated)
10: Cn1c(N/N=C/c2ccccc2)nc2sc3c(c2c1=O)CCC3
entry no.	6	7	8	9	10
SENP6 inh	-6	-20	16	·	1
SENP1 inh	1	-4	-1	-5	-8
hIAP act	0.82	0.79	0.82	·	0.95
ATG4B inh	-7	-4	-4	-3	-20
PfGluPho inh	-3	7	-7	23	20
GRIN3A LBD mod	2	-2	-7	2	-2
MPTP inh	-2.0	0.4	0.7	-0.4	-0.3
SENP8 block	17	-2	-16	12	-232

11: COc1ccc(CNS(=O)(=O)c2ccc(-n3cccn3)cc2)cc1
12: Cc1cc2oc(C(=O)Nc3ccc(S(=O)(=O)Nc4ncccn4)cc3)c(C)c2cc1Cl
13: COCCNC(=O)C1CC(=O)N(C2CCCCC2)C1 (configuration not stated)
14: CCOC(=O)N1CCN(C(=O)CSc2nnc(C3COc4ccccc4O3)o2)CC1 (configuration not stated)
15: CCOC(=O)N1CCC(NC(=O)c2ccc3c(=O)n4c(nc3c2)CCCC4)CC1
entry no.	11	12	13	14	15
SENP6 inh	1	-7	6	-4	-7
SENP1 inh	0	-1	3	-1	-6
hIAP act	0.88	1.2	1	1.1	0.92
ATG4B inh	-4	9	-14	-9	-11
PfGluPho inh	6	-17	-15	8	0
GRIN3A LBD mod	2	1	2	-2	1
MPTP inh	-0.6	1.8	-1.7	-1.6	0.2
SENP8 block	8	-278	8	7	22

16: O=S(=O)(Nc1ccc(N2CCOCC2)cc1)c1cccs1
17: COc1cc(C(=O)O/N=C2/C=C(C)C(=O)C=C2C)cc(OC)c1OC
18: CCNCc1ccc(OCc2ccccc2F)c(OC)c1
19: Cc1ccc(C2/C(=C(/O)c3ccccc3)C(=O)C(=O)N2CCN2CCOCC2)o1 (configuration not stated)
20: O=C(CSc1oc(-c2ccco2)nc1S(=O)(=O)c1ccc(F)cc1)NCC1CCCO1 (configuration not stated)
entry no.	16	17	18	19	20
SENP6 inh	-10	-1	-8	-11	-13
SENP1 inh	6	2	2	-2	-6
hIAP act	0.91	0.98	0.89	0.99	1
ATG4B inh	1	2	-14	7	7
PfGluPho inh	5	61*	7	5	5
GRIN3A LBD mod	-1	-3	0	-3	-3
MPTP inh	-0.8	0.9	0.6	4.1	-0.9
SENP8 block	9	26	8	7	8

21: COc1ccccc1OCc1cc(C(=O)N(C)CCC2CCOCC2)no1
22: CCOC(=O)N1CCN(C(=O)CSC2=NS(=O)(=O)c3ccccc3N2)CC1
23: CC(=O)Nc1ccccc1NC(=O)c1ccc2c(c1)OCO2
24: Cc1cc2cc(CN(C(=O)C3CC3)C3CCCC3)c3nnnn3c2cc1C
25: CCCc1nnc(SCC(=O)N2CCCCC2)n1CCCOC
entry no.	21	22	23	24	25
SENP6 inh	·	1	·	2	-6
SENP1 inh	3	0	3	0	-2
hIAP act	·	1	·	1	0.78
ATG4B inh	·	-20	·	-16	-16
PfGluPho inh	4	-9	-3	13	1
GRIN3A LBD mod	·	0	·	-2	-2
MPTP inh	-0.9	-0.9	-0.1	4.1	-2.1
SENP8 block	-13	3	14	-2	2

26: COC(=O)COc1ccc(=O)n(-c2ccccc2)n1
27: Cc1ccc(-n2nc3c(=O)n(C(C)C(=O)NCc4ccc5c(c4)OCO5)nc(C)c3c2C)cc1 (configuration not stated)
28: COC(=O)c1ccccc1-n1c(CCC(=O)O)ccc1-c1ccc(F)cc1
29: Cc1cc(Br)ccc1NC(=O)CN(C)C(=O)C1CCN(C(=O)c2ccc(Cl)cc2)CC1
30: COC(=O)c1scc(S(=O)(=O)C(C)(C)C)c1-n1cccc1
entry no.	26	27	28	29	30
SENP6 inh	13	9	-18	·	-4
SENP1 inh	3	-1	-7	-1	3
hIAP act	1.1	1.2	0.96	·	0.83
ATG4B inh	-7	5	-3	-56	6
PfGluPho inh	10	-9	-11	-7	-7
GRIN3A LBD mod	0	0	-7	-2	0
MPTP inh	-2.9	0.0	0.0	-0.2	1.3
SENP8 block	23	3	-135	23	18

31: COc1ccc(C(=O)OCC#CCSc2nnc(-c3cccc4ccccc34)o2)cc1
32: COc1cccc(OC)c1OCCCc1c(C)n[nH]c1C
33: COc1ccccc1N1CCN(C(=O)c2nn(C)c3c2CS(=O)(=O)c2ccccc2-3)CC1
34: CCn1c(SCC(=O)Nc2ccc(NC(C)=O)cc2)nc2c1c(=O)n(C)c(=O)n2C
35: COC(=O)/C(=N/Nc1ccccc1C)N1CCCc2ccccc21
entry no.	31	32	33	34	35
SENP6 inh	6	-10	4	6	1
SENP1 inh	2	1	-1	1	6
hIAP act	0.92	0.94	1	1	0.91
ATG4B inh	-4	1	4	1	5
PfGluPho inh	11	18	-8	25	-7
GRIN3A LBD mod	0	-3	-3	0	-6
MPTP inh	0.4	-2.0	-1.4	-1.7	-0.2
SENP8 block	-224	20	12	11	11

36: Cc1cccc(C(=O)OC2CCCN(C)C2)c1C (configuration not stated)
37: CCCCCCC(=O)N(O)C1CC(=O)N(c2ccc(C)cc2)C1=O (configuration not stated)
38: Cc1cc2c(cc(C(=O)OC(C)C(=O)NCc3ccccc3)n2C)o1 (configuration not stated)
39: CCN(c1ccccc1)S(=O)(=O)c1nnc(NC(=O)CC(C)C)s1
40: COc1ccc(C(=O)/C=C/c2cn(CC(O)CN3CCOCC3)c3ccccc23)cc1 (configuration not stated)
entry no.	36	37	38	39	40
SENP6 inh	7	-1	·	-14	·
SENP1 inh	1	1	1	0	-25
hIAP act	0.96	0.96	·	0.97	·
ATG4B inh	4	-6	8	8	10
PfGluPho inh	-4	4	-6	-3	32
GRIN3A LBD mod	-2	0	3	-2	-1
MPTP inh	0.3	3.9	0.4	0.9	-0.4
SENP8 block	11	7	-222	19	-396

41: CC(NC(=O)Cn1cc(Br)c([N+](=O)[O-])n1)c1ccccc1 (configuration not stated)
42: CCn1c(C)nnc1SCC(=O)Nc1ccc(Cl)cc1
43: COc1ccc(Cc2nnc(NC(=O)c3cccc(F)c3)s2)cc1OC
44: CC(=O)NC(CC(=O)OCC(=O)N1CCc2ccccc21)c1ccccc1 (configuration not stated)
45: OCC1(CO)COC2(CCCC2)N1
entry no.	41	42	43	44	45
SENP6 inh	-15	-12	3	1	4
SENP1 inh	1	1	2	1	0
hIAP act	1.1	0.88	0.75	1.1	1.1
ATG4B inh	0	-3	7	-10	-2
PfGluPho inh	-7	11	5	10	2
GRIN3A LBD mod	-1	0	0	0	0
MPTP inh	-0.2	-0.5	1.0	1.1	0.2
SENP8 block	6	2	12	13	17

46: O=C(CNC(=O)C1(c2ccccc2)CC1)Nc1ccc(F)c(F)c1
47: Cc1ccc(C)c(S(=O)(=O)N2CCN(C(=O)c3ccccc3Cc3ccccc3)CC2)c1
48: C[C@@H]1CN([C@@H](C)CO)C(=O)c2cc(NC(=O)CCC(F)(F)F)ccc2O[C@H]1CN(C)S(=O)(=O)c1ccc(Cl)cc1
49: Cc1c(Cl)cccc1NC(=O)CC1SCCNC1=O (configuration not stated)
50: CC(=O)Nc1ccc(S(=O)(=O)N(C)CC(=O)OC(C)C(=O)NC2(C#N)CCCCC2)cc1 (configuration not stated)
entry no.	46	47	48	49	50
SENP6 inh	-17	-1	12	-7	·
SENP1 inh	1	2	0	0	3
hIAP act	1	1.1	0.98	0.94	·
ATG4B inh	-2	-2	-7	5	·
PfGluPho inh	6	22	11	-9	1
GRIN3A LBD mod	2	·	-4	2	·
MPTP inh	-0.9	-1.4	1.9	-1.3	-1.1
SENP8 block	7	9	8	19	10

51: CCOc1ccc(CCNC(=O)CSCc2ccc(C)cc2)cc1OCC
52: CCn1nc(NC(=O)c2ccco2)c2cc3ccccc3nc21
53: Cc1cccc(Nc2ncnc3ccccc23)c1
54: COc1ccc(C(C(=O)NC2CCCC2)N(CCCO)C(=O)c2snc(C(N)=O)c2N)cc1 (configuration not stated)
55: Cc1ccc(-c2csc(SCC(=O)Nc3cc(C)on3)n2)cc1
entry no.	51	52	53	54	55
SENP6 inh	0	-16	-15	-36	-6
SENP1 inh	1	-25	-2	-3	3
hIAP act	0.88	1.1	1.1	0.96	1.1
ATG4B inh	3	-6	-17	-5	7
PfGluPho inh	-6	-7	23	4	-10
GRIN3A LBD mod	-1	0	-2	-1	2
MPTP inh	-0.2	-0.5	-0.9	-1.3	8.7
SENP8 block	21	-281	-57	-207	12

56: N#CCc1ccc(Oc2ncc(C(F)(F)F)cc2Cl)cc1
57: CCOc1ccc2nc3c(cc2c1)CN(CCOC)C(=NC)S3
58: Cc1cc(OCC(=O)NCCO)ccc1Cl
59: CC(C)NC(=O)C1CCN(C2CCN(C(=O)/C=C/c3cccs3)CC2)CC1
60: C=CCC(=O)N1CCCC(CCC(=O)NCc2ccccc2F)C1 (configuration not stated)
61: CCN(CC(=O)NCc1cccs1)C(=O)c1cccc(S(=O)(=O)N2CCc3ccccc32)c1
entry no.	56	57	58	59	60	61
SENP6 inh	-36	7	1	-24	8	17
SENP1 inh	1	-1	0	-2	-1	-2
hIAP act	1	0.83	1	0.99	0.93	1
ATG4B inh	1	-20	-6	6	11	-5
PfGluPho inh	0	-2	-10	-10	1	-5
GRIN3A LBD mod	-3	2	2	1	-2	-1
MPTP inh	-1.5	3.1	0.9	18	-0.3	1.4
SENP8 block	10	-22	12	8	-3	6

Screens: PubChem BioAssay, Sanford-Burnham Center for Chemical Genomics
